# LAP4 TOR yeast – modulators of TOR pathway LAP4-GFP in S. cerevisiae; S. cerevisiae LAP4-GFP multiplex, flow cytometry GFP, 3 h; median GFP as percent of DMSO wells; GFP response vs DMSO, % at 10 µM; 320,000 compounds, 0.34% hits; AID 2023;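 active means GFP response vs DMSO above a set limit, about the screen mean plus 3 SD, cut at about 150% in these data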
# AGP1 TOR yeast – alters AGP1-GFP fluorescence in TOR pathway yeast screen. AID 2066. S. cerevisiae AGP1-GFP multiplex flow cytometry, 3 h; GFP as percent of DMSO wells. GFP response vs DMSO, % at 10 µM. 320,000 compounds, 0.02% hits;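 active means GFP response relative to DMSO above a set limit, near screen average plus 3 SD, cut at about 150% in these data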;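 further: median GFP channel fluorescence of the gated AGP1 strain per well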
# VLA-4 inh – inhibition in a human VLA-4 binding assay. P13612. VLA-4 expressing cells, ligand binding flow cytometry. inhibition, % (about 7 µM as worked out from the volumes in the protocol). 330,000 compounds, 0.2% hits. AID 2557; in the data active means inhibition above about 50%
# MEP2-GFP yeast – modulators of TOR pathway MEP2-GFP in S. cerevisiae. S. cerevisiae MEP2-GFP strain, flow cytometry GFP, 3 h; 100% = DMSO control level. GFP response vs DMSO, % at 10 µM. 330,000 compounds, 0.51% hits. AID 2016;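 active means GFP response versus DMSO above a set limit, roughly screen mean plus 3 SD, cut at about 180% in these data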;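 further: median GFP fluorescence of the barcode-gated MEP2-GFP cells per well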
# RPL19A TOR yeast – yeast TOR pathway RPL19A-GFP modulation | S. cerevisiae RPL19A-GFP strain, flow cytometry, 3 h; active compounds read low | percent response vs DMSO, % at 10 µM | 330,000 compounds, 0.3% hits | AID 2025;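 active means percent response vs DMSO below 50%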;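 further: median channel GFP fluorescence of the barcoded RPL19A-GFP strain; ratio of sample median GFP to plate DMSO average so 100% = DMSO; lower means less RPL19A-GFP as with rapamycin TOR inhibition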
# CR mimetic SO – caloric restriction mimetics inhibiting age-related superoxide in yeast; S. cerevisiae aged cells, superoxide DHE fluorescence; active compounds read low; AID 2690; 330,000 compounds, 0.18% hits; superoxide response (% of plate mean), % at 10 µM;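 active means superoxide response under a set limit, about three screen SD below normal, cut at about 65% in these data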;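 further: yeast aged for seven days with compound at 30 °C before DHE staining; 100% = average MFI of all compound-treated wells on the plate with controls excluded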
# GRK2 inh – inhibitors of human GRK2 displacing RNA aptamer | P25098 | bead flow cytometry, FAM-aptamer displacement from GRK2 | inhibition of aptamer binding, % at 10 µM | 330,000 compounds, 0.59% hits | AID 488847;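 active means inhibition of aptamer binding above 40%, roughly 3 SD of noise, on plates passing a quality check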;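 further: median bead fluorescence of bound FAM aptamer so fluorescent compounds give negative values; no value below 0 was filed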
# Target sequence (P25098 whole entry, looked up): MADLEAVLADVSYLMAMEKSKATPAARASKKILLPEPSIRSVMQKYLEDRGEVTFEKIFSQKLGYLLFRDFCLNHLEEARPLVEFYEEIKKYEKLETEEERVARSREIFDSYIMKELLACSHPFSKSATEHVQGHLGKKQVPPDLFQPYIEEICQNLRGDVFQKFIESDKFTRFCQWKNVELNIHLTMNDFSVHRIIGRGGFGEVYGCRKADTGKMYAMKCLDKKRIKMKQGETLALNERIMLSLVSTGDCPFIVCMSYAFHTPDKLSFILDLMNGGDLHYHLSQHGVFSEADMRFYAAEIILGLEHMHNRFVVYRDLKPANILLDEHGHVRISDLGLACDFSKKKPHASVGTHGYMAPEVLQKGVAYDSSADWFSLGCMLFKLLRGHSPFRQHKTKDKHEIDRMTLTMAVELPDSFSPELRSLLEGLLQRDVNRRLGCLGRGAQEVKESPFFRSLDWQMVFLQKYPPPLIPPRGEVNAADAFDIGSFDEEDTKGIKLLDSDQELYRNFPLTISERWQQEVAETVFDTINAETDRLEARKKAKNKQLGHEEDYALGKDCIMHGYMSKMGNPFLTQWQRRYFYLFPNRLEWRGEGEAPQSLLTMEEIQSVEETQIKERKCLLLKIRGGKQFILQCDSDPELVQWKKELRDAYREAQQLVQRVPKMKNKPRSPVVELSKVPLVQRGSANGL
# CIT2-GFP yeast – yeast TOR pathway CIT2-GFP modulation; S. cerevisiae CIT2-GFP strain, flow cytometry, 3 h; 100 means same as DMSO wells; GFP response vs DMSO, % at 10 µM; 320,000 compounds, 0.065% hits;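 active means GFP response relative to DMSO above a set limit, near the screen mean plus 3 SD, cut at about 150% in these data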;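 further: ratio of well median GFP fluorescence to mean of DMSO wells on the plate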
# Starred values were filed as active, the others as inactive; . = not tested or not shown.
# Preview (three entries):
SMILES,LAP4 TOR yeast,AGP1 TOR yeast,VLA-4 inh,MEP2-GFP yeast,RPL19A TOR yeast,CR mimetic SO,GRK2 inh,CIT2-GFP yeast
CCCn1c(SCC(=O)Nc2c(C)cccc2C)nnc1C(C)C,82,93,7,92,93,94,0,104
CCc1nnc(NC(=O)CSc2nnc(-c3ccoc3C)n2-c2cccc(C)c2)s1,113,99,2,98,103,100,1,96
C=C1CCN(C(CC(C)C)C(=O)OC)S(=O)(=O)c2ccccc21 (stereo not drawn),137,98,-22,100,106,79,1,100

# All compounds of this part (from the top)
SMILES,LAP4 TOR yeast,AGP1 TOR yeast,VLA-4 inh,MEP2-GFP yeast,RPL19A TOR yeast,CR mimetic SO,GRK2 inh,CIT2-GFP yeast
CCCn1c(SCC(=O)Nc2c(C)cccc2C)nnc1C(C)C,82,93,7,92,93,94,0,104
CCc1nnc(NC(=O)CSc2nnc(-c3ccoc3C)n2-c2cccc(C)c2)s1,113,99,2,98,103,100,1,96
C=C1CCN(C(CC(C)C)C(=O)OC)S(=O)(=O)c2ccccc21 (stereo not drawn),137,98,-22,100,106,79,1,100
CCc1ccc(C(=O)N2CCN(c3ccc(NC(=O)c4ccco4)cc3)CC2)cc1,118,101,0,111,104,114,0,105
CC(C)(C)C(=O)Nc1ccccc1C(=O)NCc1ccco1,100,100,4,103,103,96,1,106
CCN1CCc2c(sc(N)c2C#N)C1,96,94,-86,95,96,89,63*,102
COC(=O)c1c(-c2ccc3ccccc3c2)csc1NC(=O)Cc1ccc(OC)c(OC)c1,92,93,1,93,91,97,3,89
COc1cc(/C=N/Nc2nc(N3CCCCC3)nc(N3CCCCC3)n2)ccc1OC(=O)c1ccco1,98,102,-6,97,95,138,0,101
COc1ccc(C2(CNC(=O)C(c3ccccc3)c3ccccc3)CCOCC2)cc1OC,108,111,-1,102,101,114,0,108
O=C(NC12CC3CC(CC(C3)C1)C2)C1=COCCO1,99,96,4,96,97,108,2,97
O=C(CCNS(=O)(=O)c1cccs1)N1CCN(c2cccc(C(F)(F)F)c2)CC1,99,98,9,99,96,100,0,101
CC(=O)N1c2ccc(S(=O)(=O)N3CCCC3C(=O)NCc3ccccc3Cl)cc2CC1C (stereo not drawn),101,109,-6,98,101,85,2,104
COC(=O)CCCSc1nccn1-c1ccccc1,100,108,2,93,97,97,0,102
S=C(Nc1cc(Cl)cc(Cl)c1)N1CCCC1,93,94,5,94,96,99,0,92
Cn1c(=O)c2c(ncn2CC(=O)Nc2cc(S(=O)(=O)N3CCCCC3)ccc2Cl)n(C)c1=O,88,93,-1,92,96,89,15,98
O=C(CCOc1ccccc1)Nc1nnc(-c2ccc3c(c2)OCCO3)o1,103,100,-2,99,101,104,2,98
O=C(N/C(=C/c1ccccc1Cl)C(=O)N1CCOCC1)c1ccccc1,100,97,4,99,98,107,4,107
COC(=O)c1sccc1NC(=O)CNC(=O)c1ccccc1,106,105,1,102,106,97,0,97
COc1cc(C)c(-c2cc(C(=O)O)c(C)o2)cc1C(C)C,120,95,5,105,98,117,3,96
Cc1cc2ccccc2n1CCNC(=O)COc1ccc2ccccc2c1,112,100,-9,95,98,97,6,105
COC(=O)c1cccc(NC(=O)c2cccc(OC)c2)c1,112,98,-12,106,101,103,0,102
CCN(c1ccc(C)cc1C)S(=O)(=O)c1nnc(NC(=O)C(C)(C)C)s1,95,92,2,99,99,98,0,91
Cc1noc(C)c1COc1cccc(C(=O)Nc2ccccc2N2CCOCC2)c1,105,111,-2,104,112,97,0,109
Cc1ccc(NC(=S)NCC(C)CSc2ccc(Cl)cc2)cc1 (stereo not drawn),114,100,-1,98,92,103,2,100
Cc1ccc(C23CC4CC(CC(C(=O)OCC(=O)N(C)C)(C4)C2)C3)cc1,91,93,4,95,100,117,0,92
O=C(Nc1nc2c(s1)CN(Cc1ccccc1)CC2)c1c(F)cccc1F,98,93,19,96,101,98,2,100
CC(C)CC(NC(N)=O)C(=O)NCCc1ccc(Cl)cc1Cl (stereo not drawn),87,100,0,102,99,101,5,106
OCCCCCN=c1cc(-c2ccccc2)oc2ccc(Cl)cc12,111,103,1,109,106,105,0,105
Cc1nccn1CC(=O)N/N=C/c1cccs1,117,113,17,100,99,103,3,116
Cc1cc(C)n(-c2ccc(C(C)C)cc2)c(=O)c1C#N,99,107,5,114,109,100,0,112
O=C(c1ccccn1)N1CCN(S(=O)(=O)c2ccccc2)CC1,105,108,0,96,105,101,0,98
Cc1nnc2c(N3CCN(CCO)CC3)nc3ccccc3n12,102,101,7,99,98,92,2,101
COCc1c(Br)c(C)[nH]c(=O)c1C#N,100,98,-5,95,100,115,0,116
Cc1cc(C)cc(N(CC(=O)NCc2ccc3c(c2)OCO3)C(=O)CCC(=O)Nc2ccccn2)c1,94,94,3,93,94,90,0,90
CC(C)[C@H](NC(=O)[C@@H]1Cc2ccccc2CN1C(=O)OC(C)(C)C)C(=O)NCC1CCCO1 (stereo partly drawn),89,98,6,87,100,112,2,107
COc1ccc(C(CNC(=O)c2cccc3cccnc23)N(C)C)cc1 (stereo not drawn),85,99,-1,99,106,100,0,99
COc1ccccc1OCCSc1nnnn1-c1ccc(C)cc1,88,101,-4,95,96,94,0,84
Cc1ccsc1CN(C)CC(=O)NCC(=O)Nc1ccc(F)cc1,100,100,-8,100,99,95,1,97
Cn1c(=O)n(Cc2ccc(Br)cc2)c2ccccc21,108,95,5,106,107,94,0,95
CN1CCCN(S(=O)(=O)c2ccc(O)c(C(=O)O)c2)CC1,99,104,1,101,102,97,3,104
CC(C)NC(=O)NNc1c(Cl)cncc1Cl,97,106,4,88,98,100,0,111
COCCn1nnnc1C(c1ccccc1)N1CCN(c2ccccc2)CC1 (stereo not drawn),106,99,22,101,100,95,1,100
O=C1/C(=C\c2cccs2)N=C(c2cccs2)N1Nc1ccccc1,86,87,0,95,84,114,12,93
CCc1ccc(/C=C2\SC(=S)N(CCCC(=O)Nc3ccccn3)C2=O)cc1,106,98,-3,97,98,101,2,98
O=c1[nH]c(=O)n([C@H]2C[C@H](O)[C@@H](CO)O2)cc1Br,115,99,16,97,107,117,3,86
CC1(C)CC(=O)C=C(C(=O)N2CCCC(C(=O)c3cccc(Cl)c3)C2)O1 (stereo not drawn),100,94,0,97,97,104,0,99
Cc1cc(C)c2[nH]c(=O)c(CN(CC3CCCO3)C(=O)C3CCCO3)cc2c1 (stereo not drawn),96,109,-7,101,103,101,2,107
COC(=O)c1c(NC(=O)C2CCCCC2)sc2c1CC(C)(C)NC2(C)C,99,101,-24,99,98,100,0,100
O=C(CSc1ccccc1)Nc1cccnc1,109,98,8,99,95,106,4,92
O=C(CN1CC(=O)Oc2ccccc21)NCc1ccco1,115,111,11,119,107,95,2,109
CCn1nnnc1SCC(=O)N1c2ccccc2CCc2ccccc21,90,88,0,93,91,100,0,89
CN(C)S(=O)(=O)c1cccc(COc2ncnc3c(Cl)cc(Cl)cc23)c1,85,89,-2,95,95,104,90*,94
Cc1ccc(Cl)cc1N1CCN(CC(=O)Nc2ccc(CN3CCCCC3)cc2)CC1,96,99,12,99,95,93,0,103
O=C1CC(Sc2nnnn2-c2ccccc2)C(=O)N1c1cccc(Cl)c1 (stereo not drawn),104,104,33,100,100,112,0,103
Cc1ccc(C)c(NC(=O)C2Cc3ccccc3CN2C(=O)OCc2ccccc2)c1 (stereo not drawn),95,91,11,101,99,113,0,93
COc1ccccc1N1C(=O)c2ccccc2NC1c1ccncc1 (stereo not drawn),100,100,0,100,98,110,0,103
CC(C)CCN1CCN(CCCc2ccccc2)CC1CCO (stereo not drawn),81,91,5,100,94,104,0,98
CCCN1C(=O)CN(C2CCCCCC2)C(=O)C1c1ccc(C)cc1 (stereo not drawn),95,107,9,102,104,102,0,103
COc1ccc2[nH]c(C)c(C(=O)CN3CCOCC3)c2c1,98,105,-10,105,99,104,4,108
Cc1cc(S(=O)(=O)N2c3ccc(F)cc3CCC2C)ccc1-n1cnnn1 (stereo not drawn),101,99,-12,104,99,89,1,98

# Shown with values under each structure: entries from further up.
# Under each structure: LAP4 TOR yeast, AGP1 TOR yeast, VLA-4 inh, MEP2-GFP yeast, RPL19A TOR yeast, CR mimetic SO, GRK2 inh, CIT2-GFP yeast
> CN1CCCN(S(=O)(=O)c2ccc(O)c(C(=O)O)c2)CC1
 : 99, 104, 1, 101, 102, 97, 3, 104
> CC(C)NC(=O)NNc1c(Cl)cncc1Cl
 : 97, 106, 4, 88, 98, 100, 0, 111
> COCCn1nnnc1C(c1ccccc1)N1CCN(c2ccccc2)CC1 (stereo not drawn)
 : 106, 99, 22, 101, 100, 95, 1, 100
> O=C1/C(=C\c2cccs2)N=C(c2cccs2)N1Nc1ccccc1
 : 86, 87, 0, 95, 84, 114, 12, 93
> CCc1ccc(/C=C2\SC(=S)N(CCCC(=O)Nc3ccccn3)C2=O)cc1
 : 106, 98, -3, 97, 98, 101, 2, 98
> O=c1[nH]c(=O)n([C@H]2C[C@H](O)[C@@H](CO)O2)cc1Br
 : 115, 99, 16, 97, 107, 117, 3, 86
> CC1(C)CC(=O)C=C(C(=O)N2CCCC(C(=O)c3cccc(Cl)c3)C2)O1 (stereo not drawn)
 : 100, 94, 0, 97, 97, 104, 0, 99
> Cc1cc(C)c2[nH]c(=O)c(CN(CC3CCCO3)C(=O)C3CCCO3)cc2c1 (stereo not drawn)
 : 96, 109, -7, 101, 103, 101, 2, 107
> COC(=O)c1c(NC(=O)C2CCCCC2)sc2c1CC(C)(C)NC2(C)C
 : 99, 101, -24, 99, 98, 100, 0, 100
> O=C(CSc1ccccc1)Nc1cccnc1
 : 109, 98, 8, 99, 95, 106, 4, 92
> O=C(CN1CC(=O)Oc2ccccc21)NCc1ccco1
 : 115, 111, 11, 119, 107, 95, 2, 109
> CCn1nnnc1SCC(=O)N1c2ccccc2CCc2ccccc21
 : 90, 88, 0, 93, 91, 100, 0, 89
> CN(C)S(=O)(=O)c1cccc(COc2ncnc3c(Cl)cc(Cl)cc23)c1
 : 85, 89, -2, 95, 95, 104, 90*, 94
> Cc1ccc(Cl)cc1N1CCN(CC(=O)Nc2ccc(CN3CCCCC3)cc2)CC1
 : 96, 99, 12, 99, 95, 93, 0, 103
> O=C1CC(Sc2nnnn2-c2ccccc2)C(=O)N1c1cccc(Cl)c1 (stereo not drawn)
 : 104, 104, 33, 100, 100, 112, 0, 103
> Cc1ccc(C)c(NC(=O)C2Cc3ccccc3CN2C(=O)OCc2ccccc2)c1 (stereo not drawn)
 : 95, 91, 11, 101, 99, 113, 0, 93
> COc1ccccc1N1C(=O)c2ccccc2NC1c1ccncc1 (stereo not drawn)
 : 100, 100, 0, 100, 98, 110, 0, 103
> CC(C)CCN1CCN(CCCc2ccccc2)CC1CCO (stereo not drawn)
 : 81, 91, 5, 100, 94, 104, 0, 98
> CCCN1C(=O)CN(C2CCCCCC2)C(=O)C1c1ccc(C)cc1 (stereo not drawn)
 : 95, 107, 9, 102, 104, 102, 0, 103
> COc1ccc2[nH]c(C)c(C(=O)CN3CCOCC3)c2c1
 : 98, 105, -10, 105, 99, 104, 4, 108
> Cc1cc(S(=O)(=O)N2c3ccc(F)cc3CCC2C)ccc1-n1cnnn1 (stereo not drawn)
 : 101, 99, -12, 104, 99, 89, 1, 98

# Further entries follow.
SMILES,LAP4 TOR yeast,AGP1 TOR yeast,VLA-4 inh,MEP2-GFP yeast,RPL19A TOR yeast,CR mimetic SO,GRK2 inh,CIT2-GFP yeast
COc1ccccc1C(=O)Nc1ccc(S(=O)(=O)N2CCc3ccccc32)cc1,116,106,-6,105,107,102,0,113
COCCCNC(=O)C1CCCN(C(=O)Nc2ccc(OC)cc2)C1 (stereo not drawn),112,107,5,102,109,78,5,.
CCOC(=O)N1CCN(C(=O)CN(c2ccc(Cl)c(C(F)(F)F)c2)S(C)(=O)=O)CC1,96,95,-6,99,96,98,0,93
Cc1cc(N)n(-c2ccc(C)c(C)c2)n1,93,90,1,102,92,95,0,95
COc1ccc2c(CC(=O)Nc3ccccc3OC)coc2c1,100,97,13,106,102,114,3,89

# Bioassay records: PubChem, NMMLSC
